# hgDAF-12 ag: hgDAF-12 agonism, primary luciferase screen; HEK293 GAL4-hgDAF12 UAS-luciferase reporter, agonist luminescence; normalized to butyrate control; activation, % at 6.8 µM; 370,000 tested, 1.8% active; AID 687014;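 active = activation above a cutoff set at the mean of all screened compounds plus 3 SD, cut at about 10% in these data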;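 also: 0% = DMSO wells and 100% = sodium butyrate wells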
# PLC-beta3 inh: PLC-beta3 (human) inhibition, primary screen. inhibition, % at 12.2 µM. 370,000 tested, 0.18% active. Purified PLC-beta3, fluorogenic substrate, fluorescence. Q01970; in the data active = inhibition above about 11%;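 also: 0% = median of compound wells on plate and 100% = full blocker control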
# hcDAF12 agonist: activators of H. contortus DAF-12 nuclear receptor; HEK293 hcDAF-12 lit1-tk-luc reporter, luminescence; 0% DMSO, 100% Δ7-dafachronic acid; activation, % at 6.8 µM; 370,000 tested, 1.4% active; AID 652067;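 active = activation above the mean of all tested compounds plus 3 SD, cut at about 5.5% in these data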;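 also: 100% = response to 3 µM Δ7-dafachronic acid high control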
# SMARCA2 act: SMARCA2 function activation, primary screen; 370,000 tested, 1% active; MG213 cells, MMTV-luciferase reporter, dexamethasone, overnight; activation, % at 9.1 µM; in the data active = activation above about 7.8%;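 also: 0% = vehicle wells and 100% = reference activator wells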
# MBD2 inh: blocks human MBD2 binding to methylated DNA; TR-FRET, MBD2 binding to methylated oligonucleotide; 370,000 tested, 0.31% active; inhibition, % at 4.4 µM; in the data active = inhibition above about 13%
# ssDAF-12 act: activators of S. stercoralis DAF-12 nuclear receptor. HEK293 ssDAF-12/GRIP1 lit1-tk-luc reporter, luminescence; % of 3 µM dafachronic acid response. AID 652126. activation, % at 6.8 µM. 370,000 tested, 1% active;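 active = activation above the mean over all tested compounds plus 3 SD, cut at about 0.9% in these data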;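 also: 0% = DMSO-only wells and 100% = 3 µM delta7-dafachronic acid wells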
# ADAM17 inh: inhibits human ADAM17; 370,000 tested, 0.83% active; inhibition, % at 6.95 µM; AID 720648; P78536; recombinant ADAM17, EDANS/DABCYL FRET peptide cleavage;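 active = inhibition above the mean of compounds lying between control limits plus 3 SD, set per campaign, cut at about 8.5% in these data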;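 also: 0% = DMSO-only wells as the low control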
# PLCg1 inh: blocks human PLC-gamma1 enzyme activity | P19174 | purified PLC-gamma1, fluorogenic substrate, fluorescence | inhibition, % at 12.2 µM | 370,000 tested, 0.84% active | AID 720700; in the data active = inhibition above about 9.5%
# DAX1 inh-1: NR0B1 (DAX1) inhibition; AID 504766; HEK293 Gal4-DAX1 luciferase reporter, luminescence; inhibition, % at 6.75 µM; P51843; 340,000 tested, 0.99% active;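 active = inhibition above the mean over all tested compounds plus 3 SD, cut at about 4.2% in these data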;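 also: 0% = DAX1-transfected cells with DMSO and 100% = empty-vector control cells with DMSO; inhibition shows as a rise in luminescence from relieved DAX1 repression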
# Target sequence (P51843 207-470 limits assumed): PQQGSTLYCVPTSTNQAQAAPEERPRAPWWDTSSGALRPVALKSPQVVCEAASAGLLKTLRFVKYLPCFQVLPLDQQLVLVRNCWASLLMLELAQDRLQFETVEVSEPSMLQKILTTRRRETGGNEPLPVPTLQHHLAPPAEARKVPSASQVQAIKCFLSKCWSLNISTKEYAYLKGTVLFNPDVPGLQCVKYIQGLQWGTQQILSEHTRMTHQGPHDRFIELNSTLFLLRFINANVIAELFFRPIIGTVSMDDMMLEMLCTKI
# DAX1 inh-2: blocks DAX1 repression of SF-1 activated StAR promoter; 370,000 tested, 1.1% active; HEK293T StAR-luciferase reporter, SF-1/DAX-1 repression relief; inhibition, % at 6.8 µM; AID 652010;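 active = inhibition above the mean over all tested compounds plus 3 SD, cut at about 3.6% in these data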;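 also: 0% = DAX-1 cells with DMSO and 100% = cells lacking DAX-1 with DMSO; higher inhibition means more luminescence from relief of DAX-1 repression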
# NR1D1 modulator: modulators of human Rev-erb alpha DNA binding | 370,000 tested, 0.79% active | P20393 | AID 1259318 | activity, % at 10 µM | Rev-erbα–FITC-DNA binding, fluorescence polarization, 90 min;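 active = activity above about 14%, limit read from the data; passing the limit was not always enough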;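 also: 0% = DMSO wells with 35 nM protein and 100% = DMSO wells with 750 nM protein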
# Target sequence (P20393 whole entry, looked up): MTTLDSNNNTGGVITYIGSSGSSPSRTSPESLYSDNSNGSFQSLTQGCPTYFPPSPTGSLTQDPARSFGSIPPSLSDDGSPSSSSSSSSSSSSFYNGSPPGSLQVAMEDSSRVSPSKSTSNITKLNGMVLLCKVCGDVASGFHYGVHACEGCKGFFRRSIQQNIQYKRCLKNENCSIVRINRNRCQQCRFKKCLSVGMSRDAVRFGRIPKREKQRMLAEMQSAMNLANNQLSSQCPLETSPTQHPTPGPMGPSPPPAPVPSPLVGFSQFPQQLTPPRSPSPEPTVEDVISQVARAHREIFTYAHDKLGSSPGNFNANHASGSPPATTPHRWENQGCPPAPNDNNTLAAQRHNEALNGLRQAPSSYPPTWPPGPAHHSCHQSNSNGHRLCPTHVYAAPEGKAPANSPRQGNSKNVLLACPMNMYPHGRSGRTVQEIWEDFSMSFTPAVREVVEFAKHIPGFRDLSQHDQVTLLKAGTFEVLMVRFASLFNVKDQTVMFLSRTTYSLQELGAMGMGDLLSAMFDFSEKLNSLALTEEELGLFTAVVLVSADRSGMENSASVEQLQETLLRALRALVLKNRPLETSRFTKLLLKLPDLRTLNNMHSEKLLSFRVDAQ
# Starred values were filed as active, the others as inactive; i = inactive; nt = no result given.
SMILES,hgDAF-12 ag,PLC-beta3 inh,hcDAF12 agonist,SMARCA2 act,MBD2 inh,ssDAF-12 act,ADAM17 inh,PLCg1 inh,DAX1 inh-1,DAX1 inh-2,NR1D1 modulator
CC(C)c1ccc(/C=C2\SC(=S)N(CCC(=O)NCCCn3ccnc3)C2=O)cc1,-4.2,-7,-5.7,-3,0,-2.1,1,1,-0.6,0.0,-3
COc1ccc2nc(/N=C/c3cccc(OC)c3O)sc2c1,-6.3,-23,-1.1,4,0,-0.8,0,-14,0.8,-0.5,-2
COC(=O)c1cc2ccsc2n1Cc1nc(-c2ccc(OC)cc2)oc1C,-0.7,-1,-0.1,-1,-5,-1.9,2,2,-1.0,0.4,0
COc1ccccc1NC(=O)NCc1nc(-c2ccc(C(F)(F)F)cc2)no1,0.9,-10,-0.7,-5,1,-1.0,-2,2,nt,0.3,1
C=CCn1c(=O)c2ccc(C(=O)NCc3ccccc3)cc2n(Cc2ccc(Cl)cc2)c1=O,2.3,3,0.0,-1,-3,-1.4,-3,5,-1.1,0.3,13
CSc1ncc(C(=O)Nc2cccc(Cl)c2)c(C)n1,2.7,-3,-1.1,2,-3,-1.6,-8,-3,-1.5,0.2,4
CNc1ccc(Br)cc(C(=O)/C=C/c2ccc(OC)cc2)c1=O,-0.5,-140,-0.9,5,8,-1.0,-19,-125,-1.3,0.8,0
CC(=O)NCCN1C(=O)S/C(=C\c2cccs2)C1=O,7.6,-1,0.1,5,-3,-1.7,6,9,-0.3,0.3,-3
CCN(CC)C(=O)CN(c1cc(Cl)ccc1OC)S(C)(=O)=O,-2.9,2,-1.0,-2,-1,-1.4,2,2,-1.0,-0.1,5
N/C(=N\OC(=O)c1ccc(Cl)cc1Cl)c1ccccn1,-11,-1,-2.1,-5,1,-2.3,0,2,-4.9,-0.1,0
CN(C)c1ccc(C(=O)Nc2nnc(C3=COCCO3)o2)cc1,5.3,-12,0.5,-4,0,-0.8,-9,-4,0.2,0.8,-4
OCCC1CN(Cc2cc3ccccc3o2)CCN1Cc1ccc(F)cc1 (stereo not drawn),8.5,-7,2.2,6,0,0.2,-2,-1,0.0,-0.3,1
N#C/C(=C\c1ccc(-c2ccc(S(=O)(=O)N3CCOCC3)cc2)o1)C(=O)NC1CC1,0.9,-40,-2.3,0,-1,-1.8,-13,-36,-1.7,-1.3,0
COc1ccc(CN2C[C@@H](CO)O[C@@H](n3cnc4c(N5CCN(C)CC5)ncnc43)C2)cc1,1.6,5,-0.2,2,4,-0.9,-6,0,nt,0.2,-3
O=S(=O)(c1cccc(Cl)c1Cl)N1CCCCC1,1.5,-2,-1.9,0,2,-1.8,1,1,0.4,-0.3,1

# Quoted from the listing.
# N#C/C(=C\c1ccc(-c2ccc(S(=O)(=O)N3CCOCC3)cc2)o1)C(=O)NC1CC1 in SMARCA2 act has 0
# COc1ccccc1NC(=O)NCc1nc(-c2ccc(C(F)(F)F)cc2)no1 in MBD2 inh has 1
# O=S(=O)(c1cccc(Cl)c1Cl)N1CCCCC1 in hcDAF12 agonist has -1.9
# CC(C)c1ccc(/C=C2\SC(=S)N(CCC(=O)NCCCn3ccnc3)C2=O)cc1 in hgDAF-12 ag has -4.2
# COc1ccc(CN2C[C@@H](CO)O[C@@H](n3cnc4c(N5CCN(C)CC5)ncnc43)C2)cc1 in DAX1 inh-2 has 0.2
# CCN(CC)C(=O)CN(c1cc(Cl)ccc1OC)S(C)(=O)=O in DAX1 inh-1 has -1.0

# Next section.
SMILES,hgDAF-12 ag,PLC-beta3 inh,hcDAF12 agonist,SMARCA2 act,MBD2 inh,ssDAF-12 act,ADAM17 inh,PLCg1 inh,DAX1 inh-1,DAX1 inh-2,NR1D1 modulator
Cc1cc(-c2nc3cccnc3s2)ccc1NS(=O)(=O)c1ccc2c(c1)OCCO2,1.9,i,2.6,0,2,0.6,i,i,0.6,0.5,25*
O=C1c2ccccc2C(Nc2ccc(S(=O)(=O)N3CCOCC3)cc2)N1c1cccnc1 (stereo not drawn),-0.9,-4,-0.9,1,5,-0.2,-2,0,1.1,-0.2,4
COc1ccc(/C=C2/N=C(SCC(=O)Nc3cc(C)on3)N(c3ccccc3)C2=O)cc1,-1.0,3,-1.3,-2,-3,-0.9,0,1,-0.6,0.3,-3
c1nnc(-c2ccc3c(c2)OCO3)o1,-3.0,2,-1.4,0,-4,-0.7,3,0,1.0,0.2,-2
COc1cc(NC(=O)CN(c2ccc(C)cc2)S(=O)(=O)c2c(C)nn(C)c2C)cc(OC)c1,-1.1,7,-1.0,7,-2,-1.3,4,2,-2.1,-0.4,4
CCCCSc1nnc([C@H](C)NC(=O)OC(C)(C)C)o1,0.1,6,-1.6,0,-1,-1.5,-1,4,-0.3,-0.8,1
Cc1c(NC(=O)C(C)OC(=O)c2ccc(Cl)nc2)c(=O)n(-c2ccccc2)n1C (stereo not drawn),0.0,-1,4.7,-3,-1,-1.1,-2,0,-0.7,-0.5,4
Cc1cccc(C)c1-n1nnnc1C1(Nc2ccccc2)CCCCC1,-1.4,0,-2.4,0,0,-1.4,3,5,0.0,-0.9,4
CCCCNC(=O)N1CCN(c2ncccn2)CC1,3.4,0,-1.5,0,-2,-1.7,2,1,3.5,0.0,-2
O=C(CCc1nnc2ccc(N3CCC4(CC3)OCCO4)nn12)NCc1ccc(F)cc1,0.2,-9,0.6,-2,-1,-1.0,0,2,0.5,0.7,2
Cc1cccc(NC(=O)CNC(=O)[C@H]2O[C@@H](n3cnc4c(N)ncnc43)[C@H](O)[C@@H]2O)c1C,0.1,3,-0.4,1,2,-1.5,-2,2,nt,0.1,5
COCOc1cccc(CN2CCC2(C)C(=O)Nc2ccc(OC)c(OC)c2)c1 (stereo not drawn),-7.2,1,-1.9,-6,4,-2.0,-4,2,nt,0.2,-2
COCc1nc2c([nH]1)c(=O)n(C)c(=O)n2CC(C)C,-1.0,4,1.9,-2,0,-1.4,-4,0,-0.9,0.7,2
O=C1CS/C(=C\S(=O)(=O)c2ccc(Cl)cc2)N1,1.5,-2,-2.1,-4,0,-1.0,1,0,-1.8,0.0,6
O=C(Nc1ncc(Cc2ccc(SC(F)F)cc2)s1)c1ccccc1,1.9,0,1.4,-1,-3,-1.3,0,1,0.6,-0.7,2

# Whole records from above. Screens in order: hgDAF-12 ag, PLC-beta3 inh, hcDAF12 agonist, SMARCA2 act, MBD2 inh, ssDAF-12 act, ADAM17 inh, PLCg1 inh, DAX1 inh-1, DAX1 inh-2, NR1D1 modulator
# COc1cc(NC(=O)CN(c2ccc(C)cc2)S(=O)(=O)c2c(C)nn(C)c2C)cc(OC)c1 is entered as -1.1, 7, -1.0, 7, -2, -1.3, 4, 2, -2.1, -0.4, 4
# CCCCSc1nnc([C@H](C)NC(=O)OC(C)(C)C)o1 is entered as 0.1, 6, -1.6, 0, -1, -1.5, -1, 4, -0.3, -0.8, 1
# O=C(Nc1ncc(Cc2ccc(SC(F)F)cc2)s1)c1ccccc1 is entered as 1.9, 0, 1.4, -1, -3, -1.3, 0, 1, 0.6, -0.7, 2
# CCCCNC(=O)N1CCN(c2ncccn2)CC1 is entered as 3.4, 0, -1.5, 0, -2, -1.7, 2, 1, 3.5, 0.0, -2

# Next compounds
SMILES,hgDAF-12 ag,PLC-beta3 inh,hcDAF12 agonist,SMARCA2 act,MBD2 inh,ssDAF-12 act,ADAM17 inh,PLCg1 inh,DAX1 inh-1,DAX1 inh-2,NR1D1 modulator
O=C(NCc1ccco1)c1[nH]c(C(F)(F)F)nc1-c1ccccc1,-0.5,-8,-1.5,-5,4,-1.2,0,0,nt,-0.9,-8
Cc1cccc(OCC(=O)N2CCCc3ccccc32)c1,-1.3,-273,-1.1,-1,-4,-2.6,-2,1,0.3,0.1,-3
Fc1c(-c2ccc3ncnc(NCc4cccs4)c3c2)ccc2c1OCO2,-0.7,-46,-1.0,nt,-6,-1.4,-22,-24,nt,nt,-1
Cc1cc(C(=O)Nc2ccccc2C(=O)O)ccc1NC(=O)COc1cccc([N+](=O)[O-])c1,-4.5,-1,-0.3,-1,5,-1.5,0,-2,-1.0,0.3,0
S=c1[nH]nc(-c2ccc3c(c2)OCO3)n1-c1ccccc1,-3.1,-2,1.4,-2,3,-1.1,-6,-5,0.3,-0.2,-5
COc1ccccc1C(=O)Nn1c(-c2cccs2)nc2ccccc2c1=O,-2.8,0,-0.6,-1,2,-1.6,0,-1,0.1,-0.8,-4
Cc1ccc2cc(C)c(NCCO)nc2c1,-0.2,-1,-0.9,1,-1,-1.0,-7,-3,2.5,-0.1,0
Cc1ccnc(NS(=O)(=O)c2cccc3nsnc23)c1,0.8,2,0.0,0,-3,-1.5,0,9.9*,0.2,0.3,-1
CCOc1ccc(NCc2cccn2-c2nnc(N3CCC(C(=O)NCCCN4CCCCC4CC)CC3)s2)cc1 (stereo not drawn),-0.4,-5,1.0,1,0,-0.9,-1,-3,0.1,0.0,-2
COc1ccc(C(C(=O)NC(C)(C)C)N(CCC(C)C)C(=O)CCC(=O)Nc2cc(C)on2)cc1 (stereo not drawn),-1.9,-3,-4.1,-2,-7,-0.7,-4,-2,-1.4,-0.2,-1
O=C(O)CCC(=O)Nc1nc2ccc([N+](=O)[O-])cc2s1,-3.5,-1,-0.4,-5,5,-1.7,1,8,1.9,0.2,-1
CCCCN(C)CCNC(=O)CSCc1ccc(C)cc1,-1.5,-8,-1.6,0,-5,-1.2,3,9,1.6,0.2,3
